Source: PubChem
TRAIL sens C8: sensitizes caspase-8 expressing cells to TRAIL; AID 624354; 360,000 compounds, 1% hits; inhibition (viability loss, TRAIL sensitization), % at 10 µM; NB7+C8 cells + TRAIL, ATPlite viability luminescence;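 active = compounds causing at least 50% loss of cell viability in the single-dose screen, relative to plate controls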
CF NFkB inh: inhibitors of cystic fibrosis induced NF-kB; KKLEB NF-kB-GFP reporter, PAF-induced, GFP fluorescence overnight; 360,000 compounds, 0.86% hits; inhibition, % at 5 µM;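 active = at least 50% inhibition at 5 µM, scaled per plate between neutral and stimulator controls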;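 also: PAF is a Pseudomonas aeruginosa culture filtrate used as stimulus; plate controls were PAF-stimulated DMSO wells for no effect and unstimulated DMSO wells for full effect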
TROY NFkB inh: blocks TROY-dependent signaling in reporter cells. 360,000 compounds, 0.98% hits. AID 1347056. Q293 LMP1-TROYcd NF-kB luciferase reporter, 4 h. inhibition, % at 10 µM;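 active = compounds whose plate-normalised and pattern-corrected inhibition of the luciferase reporter signal at the single screening dose is 50% or more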
NCOA1 inh: inhibitors of human steroid receptor coactivator 1 (SRC1); Q15788; HEK293 GAL4-SRC1 luciferase reporter, luminescence; inhibition, % at 3.6 µM; 360,000 compounds, 0.12% hits; AID 588354;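 active = inhibition above the campaign mean plus 3 SD, with each screening campaign given its own cutoff, cut at about 60% in these data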;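 also: 0% = DMSO treated cells and 100% = gossypol at 36 µM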
Target sequence (Q15788 whole entry, looked up, the tested form may be a part): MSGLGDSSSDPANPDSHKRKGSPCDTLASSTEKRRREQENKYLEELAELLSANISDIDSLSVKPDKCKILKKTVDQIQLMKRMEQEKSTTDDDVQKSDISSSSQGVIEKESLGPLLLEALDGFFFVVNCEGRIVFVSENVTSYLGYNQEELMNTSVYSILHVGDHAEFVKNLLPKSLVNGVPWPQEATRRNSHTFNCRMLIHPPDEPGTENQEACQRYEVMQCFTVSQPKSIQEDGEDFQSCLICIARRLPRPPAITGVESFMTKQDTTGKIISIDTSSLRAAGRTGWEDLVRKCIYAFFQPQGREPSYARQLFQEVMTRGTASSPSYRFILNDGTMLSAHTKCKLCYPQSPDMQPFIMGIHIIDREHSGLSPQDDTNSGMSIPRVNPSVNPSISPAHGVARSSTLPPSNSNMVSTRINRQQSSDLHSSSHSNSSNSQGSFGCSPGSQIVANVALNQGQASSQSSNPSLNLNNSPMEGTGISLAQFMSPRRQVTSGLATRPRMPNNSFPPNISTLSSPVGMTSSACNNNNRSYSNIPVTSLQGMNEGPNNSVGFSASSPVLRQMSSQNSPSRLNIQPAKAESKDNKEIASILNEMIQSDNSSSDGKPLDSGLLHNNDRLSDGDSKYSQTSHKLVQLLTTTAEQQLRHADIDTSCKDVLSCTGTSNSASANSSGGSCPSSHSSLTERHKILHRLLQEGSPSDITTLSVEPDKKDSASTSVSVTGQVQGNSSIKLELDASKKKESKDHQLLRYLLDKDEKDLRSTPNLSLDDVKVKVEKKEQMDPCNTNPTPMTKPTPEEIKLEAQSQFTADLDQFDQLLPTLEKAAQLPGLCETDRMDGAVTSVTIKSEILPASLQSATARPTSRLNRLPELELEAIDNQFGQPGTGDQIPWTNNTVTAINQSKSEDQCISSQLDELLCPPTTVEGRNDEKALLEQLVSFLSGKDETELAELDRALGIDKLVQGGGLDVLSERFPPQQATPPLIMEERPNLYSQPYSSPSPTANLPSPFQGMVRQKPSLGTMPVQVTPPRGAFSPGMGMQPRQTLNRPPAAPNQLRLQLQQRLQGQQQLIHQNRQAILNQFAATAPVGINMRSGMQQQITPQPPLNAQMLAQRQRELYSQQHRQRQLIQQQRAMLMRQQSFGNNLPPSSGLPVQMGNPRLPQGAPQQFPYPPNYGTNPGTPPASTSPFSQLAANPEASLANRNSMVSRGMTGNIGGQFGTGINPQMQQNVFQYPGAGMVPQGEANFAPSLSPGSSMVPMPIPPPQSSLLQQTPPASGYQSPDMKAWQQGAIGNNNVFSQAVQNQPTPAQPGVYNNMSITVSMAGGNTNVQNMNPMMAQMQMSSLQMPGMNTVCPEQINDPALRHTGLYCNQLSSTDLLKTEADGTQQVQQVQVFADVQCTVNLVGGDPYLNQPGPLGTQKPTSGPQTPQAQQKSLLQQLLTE
LMP1 NFkB inh: Epstein-Barr LMP1 NF-kappaB reporter inhibition; LMP1-induced NF-kappaB luciferase reporter cells, luminescence; inhibition, % at 12.5 µM; 350,000 compounds, 0.69% hits; AID 504558; in the data active = inhibition above about 41%;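 also: 0% = neutral control wells and 100% = reference inhibitor control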
COUP-TFII inh: NR2F2 (human) inhibition, primary screen | 370,000 compounds, 0.7% hits | HEK293T NGFI-A luciferase reporter, luminescence | inhibition, % at 8.6 µM | AID 686940 | P24468;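 active = inhibition above a per-plate cutoff, mean inhibition of test wells between control levels plus 3 SD, cut at about 38% in these data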;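 also: cells cotransfected with COUP-TFII expression vector driving the NGFI-A reporter; 0% = median of COUP-TF2 test wells and 100% = reporter-only cells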
KKLEB tox: reduces viability of KKLEB cystic fibrosis airway cells; AID 602141; KKLEB CF airway cells viability, ATPlite luminescence, overnight; stronger effect = lower value; cells stimulated with P. aeruginosa culture filtrate; activity change (cytotoxicity), % at 5 µM; 360,000 compounds, 0.36% hits;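 active = corrected activity change at or below -50% at 5 µM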
SRC3 inh: inhibitors of human steroid receptor coactivator 3 (SRC3); HEK293 GAL4-SRC3 luciferase reporter, luminescence; Q9Y6Q9; inhibition, % at 3.6 µM; 360,000 compounds, 0.17% hits; AID 588352;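 active = inhibition above a per-campaign cutoff, the mean of all compounds plus 3 SD, cut at about 60% in these data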;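 also: 0% = DMSO-treated cells and 100% = gossypol-treated cells at 36 µM; higher means less SRC3-driven luciferase light from the GAL4 reporter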
TWEAK Fn14 block: blocks TWEAK-Fn14 interaction in a reporter cell assay; AID 1159606; inhibition, % at 10 µM; TWEAK-stimulated Fn14 reporter cells, luciferase luminescence, 8 h; 360,000 compounds, 2% hits; in the data active = inhibition above about 50%
NR5A2 inv ag: inverse agonists of human LRH-1 (NR5A2); HEK293T StAR-luciferase reporter, LRH-1 transfected, 24 h; inhibition, % at 3.6 µM; 360,000 compounds, 0.13% hits;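 active = inhibition above the mean inhibition of all tested compounds plus 3 SD, cut at about 73% in these data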;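 also: 0% = DMSO wells and 100% = reporter-only cells lacking LRH-1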
Shn3 inh set2: reduces Shn3 3'UTR luciferase signal in osteoblasts | Clone20 osteoblast Shn3 3'UTR firefly luciferase, 24 h | inhibition, % at 12.5 µM | 360,000 compounds, 0.52% hits | AID 588674;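 active = mean inhibition of at least 75% with every replicate also reaching 75%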;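 also: 0% = median of neutral control wells and 100% = pilot-screen positive control compound; some compounds past the cut are filed as inactive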
Numbers without * were called inactive; · = no result given. Only part of the results is shown (hit frequency here may not be typical).

SMILES	TRAIL sens C8	CF NFkB inh	TROY NFkB inh	NCOA1 inh	LMP1 NFkB inh	COUP-TFII inh	KKLEB tox	SRC3 inh	TWEAK Fn14 block	NR5A2 inv ag	Shn3 inh set2
COc1cccc(OCCNC(=O)CSc2ccc(C(F)(F)F)cc2[N+](=O)[O-])c1	9	7	-13	-21	1	-3	-1	-2	-6	1	-53
Cc1ccc(C(=O)N/C(=C\c2ccc(Cl)cc2)C(=O)NCC2CCCO2)cc1 (stereo not drawn)	-8	21	9	0	-1	-1	-2	-1	6	-2	8
COc1ccc(N/C=C2\C(=O)CCc3c2oc2cc(Cl)c(O)c(Cl)c32)cc1	2	-8	55*	-9	-5	5	-36	-8	0	-10	-27
COc1ccc2nc(C(F)(F)C(F)(F)F)c(C#N)c(N)c2c1	13	-20	-17	1	-2	-10	14	14	19	3	5
COc1ccc(N2C(=O)c3ccccc3NC2c2ccc(OC)c(COc3ccccn3)c2)cc1 (stereo not drawn)	10	2	-81	-87	-19	-43	1	-37	-28	-114	-42
Nc1nc(N)c2cc(S(=O)(=O)c3ccc4ccccc4c3)ccc2n1	72*	31	45	12	1	35	-24	-4	-2	10	85*
O=C(NNC(=S)NC(=O)c1ccc(F)cc1)c1ccncc1	-5	-8	6	-12	-8	4	19	2	-11	4	11
c1ccc2c(c1)CCc1ccccc1C2=C1CCNCC1	-4	-13	8	-10	-8	-13	-3	9	10	-2	34
COc1ccc(C(=O)N2CCCC(c3cc(C(=O)Nc4ccccc4)no3)C2)cc1 (stereo not drawn)	-12	2	-31	-3	·	-7	-3	-4	-3	10	-37
CN(Cc1ccccc1)C(c1ccnc2ccccc12)c1nnnn1-c1ccc2c(c1)OCCO2 (stereo not drawn)	3	·	7	·	·	9	·	·	2	-6	·
O=C(CNC(=O)c1nc[nH]c1C(=O)N1CCNCC1)OCc1ccccc1	17	-19	15	-9	-8	10	7	-29	0	-16	-3
COc1ccc2c(c1)c(/C=N/Nc1ccc(C(=O)O)cc1)c(C)n2C	-14	9	8	0	-11	4	-13	-6	4	-36	-1
Cc1ccc(C)c(S(=O)(=O)N2CCN(C(=O)c3ccc(OCc4c(C)noc4C)cc3)CC2)c1	4	-20	1	5	5	18	12	-15	-4	-16	20
c1ccc(-c2nnc(-c3ccccn3)nn2)nc1	2	11	-10	-124	-1	-46	-7	-83	23	-126	-40
O=S(=O)(Nc1cc(S(=O)(=O)N2CCOCC2)ccc1NCC1CCCO1)c1ccccc1F (stereo not drawn)	-7	-31	-30	-2	-4	-2	-4	11	9	8	-7
CN(c1ccccc1)S(=O)(=O)c1ccc(Cl)c(C(=O)Nc2ccccc2N2CCOCC2)c1	13	22	7	5	14	1	-8	20	3	-2	12
CC(=O)Nc1ccc(NC(=O)C(C)OC(=O)CCCN=C2NS(=O)(=O)c3ccccc32)cc1 (stereo not drawn)	17	25	-20	-6	1	-14	-10	-45	-8	-3	-3
COC1(NS(=O)(=O)c2ccc(Br)cc2)C(C)=CC(=O)C=C1C	-10	3	-13	0	-12	-7	2	-7	-4	10	20
COc1ccccc1NC(=O)N1c2ccc(F)cc2CCC1C (stereo not drawn)	-4	3	19	-14	0	2	5	6	4	12	17
COc1ccc(-c2cc(C(F)(F)F)c(C#N)c(SCC(=O)O)n2)cc1	0	-12	3	4	1	-1	13	1	-22	4	-8
COC(=O)c1ccc(NC(=O)c2ccc3nc(C)sc3c2)cc1	-7	2	-3	-22	22	-1	7	-4	-35	-27	-45
NNC(=O)c1ccc([N+](=O)[O-])c(CS(=O)(=O)c2ccc(Cl)cc2)c1	-7	-5	-8	-8	-12	-1	-5	0	-5	-8	-42
COc1ccc(-c2csc(N3CCN(C(=O)c4ccco4)CC3)n2)cc1	-5	-1	6	3	15	9	2	-8	1	13	1
COc1ccc2[nH]c3c(c2c1)CCNC3=O	-7	52*	25	53	17	16	-6	65*	61*	36	12
O=C(C1CCCO1)N1CCN(S(=O)(=O)c2cc(C(F)(F)F)ccc2Cl)CC1 (stereo not drawn)	-6	-3	2	-20	2	0	5	12	10	-34	-2
O=C(Nc1ccc2c(c1)OCO2)c1cccc2c1C(=O)N(Cc1cccnc1)C2	-6	-17	-2	1	-17	-3	7	9	-26	-23	-6
Cc1ccc2c(c1)NC(=O)c1cc([N+](=O)[O-])ccc1O2	-9	10	4	10	-36	19	-4	15	-16	5	-2
CCN(CC)C(=O)CC(c1ccc2c(c1)OCO2)c1c(OC)cc(OC)c2ccc(=O)oc12 (stereo not drawn)	5	0	-17	-5	9	-5	0	-12	11	3	14
Cc1cc(C)n2nc(C(=O)OCC(=O)N(C)CC(=O)Nc3ccccc3Cl)nc2n1	-2	10	12	8	-2	2	2	7	-11	16	0
Cc1cc(NC(=O)c2cccs2)no1	1	-5	-12	-68	-7	-14	4	-18	-20	-27	1
CCOC(=O)C1CCN(C(=O)N(CC)CC)CC1	-2	1	1	-16	-13	-13	8	-2	-4	5	-14
CNC(=O)c1nnsc1S(=O)c1ccc(Cl)cc1 (stereo not drawn)	-6	91*	60*	9	8	-32	-6	18	63*	-95	97*
CN1CCCCCC1=Nc1ccccc1C#N	-9	5	-7	-20	5	-3	7	4	-1	6	-11
CSc1ccc(S(=O)(=O)N2CC(=O)Nc3ccccc32)cc1	-2	3	-2	2	-2	6	4	19	-5	-9	-7
NC(=O)[C@H]1CC2(CC(c3cccc(NC(=O)COc4ccc(Cl)cc4)c3)=NO2)CN1C(=O)c1ccccc1C(=O)c1ccccc1 (stereo partly drawn)	9	16	-1	-11	-2	6	-10	-10	28	2	-1
NC(=O)C1CCN(Cc2nnnn2Cc2ccco2)CC1	-6	-20	4	-18	2	8	9	5	2	8	-2
C=CCOc1ccccc1/C=N/NC(=O)Cc1ccccc1	-6	10	7	-9	-1	-9	-10	-4	-1	14	11
CN1CCN(c2ccccc2NC(=O)c2cc(Br)ccc2Cl)CC1	-13	2	-8	1	3	9	-8	10	11	7	4
CCC(Oc1ccccc1)C(=O)Nc1ccccc1OC (stereo not drawn)	-1	-3	5	2	-4	-7	-2	-4	5	10	-4
Nc1c(N(Cc2ccco2)C(=O)c2ccc(Cl)cc2)c(=O)[nH]c(=O)n1Cc1ccccc1	-13	6	-13	-12	-45	-8	-4	2	7	5	-14
Cc1ccc(/C=N/NC(=S)NCCc2ccccc2)s1	9	-8	-23	-8	0	2	1	-12	-12	-10	0
O=C(CSc1nc2c(c(=O)n1-c1ccc(Cl)cc1)SCC2)Nc1nccs1	-9	-14	5	-6	5	4	12	26	-15	6	6
COc1ccc(NC(=O)COc2ccccc2Cc2ccccc2)cc1S(=O)(=O)N1CCOCC1	-5	7	21	-11	-1	-10	-2	-5	3	9	7
COC(=O)COc1ccc2c(=O)c(Oc3ccccc3Br)coc2c1	2	-4	-13	-27	-6	-10	8	15	13	13	2
Cc1ccc(CNc2ccc(N3CCOCC3)cc2)s1	68*	-6	50*	-77	-27	-2	-1	-95	9	6	-75
COC(=O)c1c(NC(=O)Cc2cccs2)sc2c1CCC(C)C2 (stereo not drawn)	14	14	-62	8	-34	5	-26	-5	-8	-34	5
COCCn1c(/C=C/c2ccccc2)nc2ccccc21	41	14	-49	-76	-19	-44	-18	-74	-14	-112	-85
COC(=O)C(C)(C)NC(=O)c1cccs1	-11	-15	-3	-3	-1	-14	5	-1	12	-2	5
O=C(COC(=O)/C=C/c1cccc([N+](=O)[O-])c1)Nc1cccnc1Cl	-6	1	-20	17	-3	1	-1	-2	-5	9	-12
O=[N+]([O-])c1nccn1CCCCCCN1CCOCC1	-15	9	-1	-1	·	19	-11	2	-2	3	-5
Cc1ccc(OCC(=O)Nc2ccc([N+](=O)[O-])cc2)cc1	-14	-12	1	1	6	0	-2	-12	-5	2	-3
CCOc1ccc(C(=O)Nc2nc(C)c(C(=O)OC)s2)cc1	15	6	-53	-72	·	-52	-14	-69	-20	-84	-93
Cn1c(=O)c2cc(NC(=S)NC3CC3)ccc2n1Cc1cccc(C(F)(F)F)c1	-13	-11	-9	3	·	-4	8	-13	-26	5	22
COCCNC(=O)CCc1nc2cccnc2n1Cc1ccc(OC)cc1	10	4	-2	-2	4	12	9	12	-7	-16	2
FC(F)(F)c1cc(Nc2ccccc2)nc(-c2ccccn2)n1	-4	-3	-2	-19	7	12	-2	-17	-19	2	-1
COc1cccc2cc(C(=O)Nc3cccnc3N3CCOCC3)c(=O)oc12	6	15	2	11	-9	3	0	10	5	24	-3
CCOc1cc(/C=C/c2cc(C(=O)O)c3ccccc3n2)ccc1OC	58*	-7	1	-16	2	-4	4	8	5	9	-23
CN(C)c1ccc(CN(C(=O)c2cccs2)C2CCS(=O)(=O)C2)cc1 (stereo not drawn)	-9	-3	24	-4	0	-15	10	13	-8	-3	-3
COc1ccc(CN(C)CC(=O)Nc2cc3oc4ccccc4c3cc2OC)c(OC)c1	-3	8	1	2	-8	9	1	5	-7	-25	3
CN(C)c1ccc(C2N(c3ccc(F)cc3)C(=O)C3CCCN32)cc1 (stereo not drawn)	2	-30	1	-15	-3	5	6	5	4	4	-11

Next section:
SMILES	TRAIL sens C8	CF NFkB inh	TROY NFkB inh	NCOA1 inh	LMP1 NFkB inh	COUP-TFII inh	KKLEB tox	SRC3 inh	TWEAK Fn14 block	NR5A2 inv ag	Shn3 inh set2
CC1(C)Cc2c(c(=S)nc(-c3ccccc3)n2CCOCCO)CO1	-15	-6	·	9	-3	-3	-4	-4	55*	-11	12
O=C(Nc1cccc(/C=C/c2ccccn2)c1)c1ccc(-n2cncn2)cc1	45	4	6	10	-23	·	-20	-6	17	-3	-7
CCCc1nc(Cl)c(C#N)c2c1CCCC2	-3	68*	15	22	9	14	-12	23	44	4	9
CC(C)COC(=O)N(C)C[C@@H]1OCc2cnnn2CCCC(=O)N([C@@H](C)CO)C[C@H]1C	-6	-9	-1	5	-2	-16	-2	2	-18	14	18
O=S(=O)(Nc1cc(Cl)ccc1-n1cncn1)c1ccccc1Cl	12	10	10	-23	3	12	2	18	6	6	13
O=C(CN(C(=O)c1csnn1)c1cccc(Cl)c1)NCCc1ccccc1	-1	5	1	-11	0	0	-16	-25	-1	-1	2
Cc1nnsc1C(=O)Nc1ccc(S(=O)(=O)N2CCCCC2C)cc1 (stereo not drawn)	18	-8	-3	-2	-1	12	10	-1	-1	-6	20
Cc1cc(-c2nnc(SCC(=O)c3ccc4c(c3)OCCO4)o2)no1	4	-10	18	-1	3	13	6	3	0	4	-3
C=CCNC(=O)COc1ccc(Oc2ccccc2)cc1	5	6	-25	-30	-6	-15	4	-20	-6	-26	-14
CN(C(=O)c1ccccc1C(=O)OCC(=O)NC(=O)NC(C)(C)C)C1CCCCC1	-3	-1	4	7	5	-11	0	4	10	-14	-7
